Assay outcomes as filed in PubChem.
GPR35 arrestin U2OS – inhibition of zaprinast-stimulated GPR35 beta-arrestin translocation – imaging, U2OS, beta-arrestin-GFP, zaprinast agonist, primary screen (AID 2058) | U2OS GPR35 beta-arrestin-GFP translocation imaging, zaprinast antagonism; higher % means a stronger effect | inhibition, % at 10 µM, or IC50 in µM where a hit was titrated | hit rate 0.052% among 290,000;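 active means inhibition of at least 50% with at least 30 cells and total cytoplasm GFP at most 10,000,000; inconclusive means under 30 cells or total GFP of 10,000,000 plus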
Myeloid diff MLP – compounds promoting myeloid differentiation. ER-HoxA9 myeloid progenitors, lysozyme-GFP differentiation, flow cytometry. calls only at 10 µM. hit rate 1% among 360,000;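 active means normalized GFP-positive differentiation at or above the plate's own cutoff, the solvent-only control mean plus 3 SD; inconclusive means no clear call, values can overlap the other calls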;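 further: cells exposed to compound for four days before flow analysis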
KOR beta-arrestin-1 – KOR antagonists, beta-arrestin recruitment, cell-based, luminescence, uHTS (AID 1778); KOR beta-arrestin recruitment, luminescence, antagonist mode; higher % means a stronger effect; one-dose inhibition, % at 10 µM; IC50 in µM for titrated hits; hit rate 0.091% among 290,000; further: strong numbers were not always called active
HIV fusion peptide – inhibitors of HIV fusion peptide binding, primary screen, biochemical, uHTS, fluorescence dequenching (AID 1986); cell-free peptide binding, fluorescence dequenching, 30 min; higher % means a stronger effect; inhibition, % at 20 µM; hits with a dose series show IC50 in µM; hit rate 0.3% among 290,000; in the data active means inhibition mostly above about 52%, no sharp cut-off; inactive means mostly below about 76%; further: some results filed as inactive read as strong as hits
KOR beta-arrestin-2 – kappa opioid receptor activators – cell-based, luminescence, uHTS, primary screen (AID 1777) | KOR beta-arrestin recruitment, luminescence; higher % means a stronger effect | activation, % at 10 µM, or EC50 in µM where a hit was titrated | hit rate 0.02% among 280,000; in the data active means activation above about 50%, passing the limit was not always enough; further: a part of the inactive calls stands beside numbers as strong as those of hits
GPR55 beta-arrestin – GPR55 agonists via beta-arrestin recruitment, primary screen, imaging, U2OS cells, beta-arrestin-GFP redistribution (AID 1961) | U2OS GPR55 beta-arrestin-GFP redistribution imaging; higher % means a stronger effect | one-dose activation, % at 10 µM; EC50 in µM for titrated hits | hit rate 0.048% among 290,000;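 active means activation above 40% with more than 50 cells counted in the well; inconclusive means wells holding fewer than 50 cells, flagged as toxic or sparse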;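 further: U2OS osteosarcoma cells stably expressing GPR55 and beta-arrestin-GFP; plate controls were DMSO negative control for no effect and LPI positive control for full effect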
HEK293 NOD2/NF-kB – inhibition of NOD2-driven NF-kB reporter – cell-based, luminescence, uHTS, HEK293 (AID 1566). HEK293 NOD2/NF-kB luciferase reporter, luminescence; higher % means a stronger effect. inhibition, % at 4 µM; hits with a dose series show EC50 in µM. hit rate 0.63% among 290,000; further: many of its hits are not listed in these tables
NOD1 NF-kB reporter – inhibition of NOD1-driven NF-kB reporter – cell-based, luminescence, uHTS, primary screen (AID 1578); NOD1-driven NF-kB luciferase reporter cells, luminescence; higher % means a stronger effect; hit rate 1% among 290,000; one-dose inhibition, % at 4 µM; EC50 in µM for titrated hits; in the data active means inhibition mostly above about 36%, no sharp cut-off; inactive means mostly below about 34%;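 further: HEK-293T reporter cells stimulated with the NOD1 agonist gamma-tri-DAP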
GPR55 antagonists – inhibition of LPI-stimulated GPR55 beta-arrestin translocation – imaging, U2OS, beta-arrestin-GFP, LPI agonist, primary screen (AID 2013); U2OS GPR55 beta-arrestin-GFP translocation imaging, LPI antagonism; higher % means a stronger effect; one-dose inhibition, % at 10 µM; IC50 in µM for titrated hits; hit rate 0.13% among 290,000;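 active means spots per cell inhibited over 60%, with over 100 cells counted and total cytoplasm intensity under 500,000; inconclusive means wells with under 100 cells, flagged as likely toxic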;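 further: U2OS cells stably carrying GPR55 and arrestin-GFP stimulated by 5 µM LPI near EC80; imaged beta-arrestin-GFP aggregate spots per cell after agonist stimulation; plate controls were LPI-stimulated DMSO wells for no effect and DMSO wells without LPI for full effect; some results filed as inactive read as strong as hits; confirmed hits need IC50 under 10 µM and bright autofluorescent wells are also inconclusive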
Myeloid diff MLP GFP+ MAC1+ % – second read-out of Myeloid diff MLP, no call of its own (marks repeat the call); GFP+ MAC1+ double positive, %; measured here: differentiation confirmed by MAC1 staining
Starred values were filed as active, the others as inactive; i = inactive; ? = inconclusive; . = no result given; + = active, no number; [ ] = another dose, or the depositor's remark. Unless noted, no stated cut-off is given here; in the data, active means inhibition above about 50%; inactive means the rest. Some of the compounds tested (hit frequency here may not be typical).

SMILES	GPR35 arrestin U2OS	Myeloid diff MLP	Myeloid diff MLP GFP+ MAC1+ %	KOR beta-arrestin-1	HIV fusion peptide	KOR beta-arrestin-2	GPR55 beta-arrestin	HEK293 NOD2/NF-kB	NOD1 NF-kB reporter	GPR55 antagonists
Cc1n[nH]c(C)c1CCCCOc1ccccc1	-12%	i	0.4	-32%	0.0%	4.6%	-0.2%	-12%	-12%	0%
Cc1cc(C)cc(Oc2c(C(F)(F)F)oc3cc(OCC(=O)O)ccc3c2=O)c1	-10%	i	0.4	-2%	13%	-0.4%	-0.1%	7%	-1%	0%
CCCNC(=O)c1ccccc1SCc1c(C)noc1C	-3%	i	0.3	0%	-0.6%	3.8%	0.0%	7%	-27%	10%
CCC(C(=O)c1ccccc1)N(C(=O)c1ccccc1Cl)N1C(=O)C2C3C=CC(C3)C2C1=O (stereo unspecified)	-16%	i	5.1	-27%	0.1%	4.3%	-0.1%	-24%	-4%	-3%
CCCCc1cn([C@@H](CCCCNC(=O)OC(C)(C)C)C(=O)N2CCN(C(=O)OC(C)(C)C)CC2)nn1	-21%	i	1.1	11%	-0.8%	-1.7%	-0.1%	20%	-8%	6%
CCOC(=O)Nc1sc(NS(=O)(=O)c2ccccc2)nc1C	-2%	i	1.3	-51%	0.3%	9.9%	0.3%	2%	2%	-5%
CCN1CCN(CC(=O)Nc2cc3c(cc2C(C)=O)OCO3)CC1	-4%	i	0.7	-15%	-0.3%	-3.1%	-0.5%	20%	-5%	18%
CSc1nsc2nc(=O)c(/C=C3\C(C)=Nc4ccccc43)c(N)n12	-2%	i	0.7	-25%	45%	4.2%	1.1%	-10%	12%	10%
COc1ccc(-c2ccc(C#N)c(OC)n2)cc1	-1%	i	0.2	4%	1.0%	-2.1%	-1.1%	10%	-20%	-1%
CCCS(=O)(=O)c1c(S(=O)(=O)CCC)c2c(N)cccn2c1C(=O)c1ccc(F)cc1	-8%	i	0.7	9%	78%	-0.8%	-0.1%	3%	-16%	-4%
CC(C)N1CC=C2C(C#N)=C(N)C(C#N)(C#N)[C@H](c3ccoc3)[C@H]2C1	?	.	.	-3%	123%*	1.1%	-0.1%	7%	2%	?
Cc1ccc(CNc2nc3ccccc3n3cnnc23)cc1	-4%	i	1.4	37%	-2.0%	-1.2%	-0.1%	18%	-6%	-8%
CCOc1ccccc1NC(=O)CNC(=O)CNC(=O)Cc1ccccc1	8%	i	1.4	13%	-0.2%	-5.3%	0.0%	-3%	-27%	4%
CN(C)S(=O)(=O)c1ccc(C(=O)N2CCC(c3nc4ccccc4o3)CC2)cc1	2%	i	0.6	14%	-1.1%	-3.0%	-0.1%	19%	-4%	-4%
Cc1ccc2c(c1)-c1c(ssc1=S)C(C)(C)N2C(=O)CSC1=NCCS1	-14%	i	5.6	-14%	-1.6%	-2.4%	0.3%	-1%	-31%	8%
O=C(c1ccccn1)N1N=C2/C(=C/c3ccc(F)cc3)CCCC2C1c1ccc(F)cc1 (stereo unspecified)	-10%	i	0.4	15%	-0.5%	0.2%	0.3%	-4%	7%	12%
Cc1ccc(S(=O)(=O)N2CCN(C(=O)CCC(=O)NCc3ccc(F)cc3)CC2)cc1	15%	i	1.8	-8%	-1.1%	-4.0%	0.2%	10%	-14%	1%
[O-][n+]1c2ccc3nonc3c2nn1-c1ccccc1Cl	2%	i	6.5	-10%	1.7%	-3.6%	-0.1%	10%	-17%	-2%
CCOc1ccc(CNCc2ccccc2Cl)cc1	-8%	i	0.1	5%	-1.0%	-6.0%	-0.2%	-25%	-32%	4%
Cc1ccc(N(CC(=O)Nc2cc(Cl)ccc2Oc2ccccc2)S(C)(=O)=O)cc1C	-5%	i	1.2	17%	1.2%	6.7%	-0.1%	26%	9%	6%
O=C(CCCCCn1c(=S)[nH]c2ccc(N3CCOCC3)cc2c1=O)NCc1ccccc1	2%	i	0.6	26%	9.1%	6.6%	-0.4%	30%	2%	15%
Cn1c(=O)oc2cc(S(=O)(=O)NCCC(=O)Nc3ccc4c(c3)OCCO4)ccc21	-8%	i	6.7	6%	0.6%	-1.1%	-0.2%	8%	-18%	9%
CCCn1c(SCC(=O)NCC2CCCO2)nc2c1c(=O)n(C)c(=O)n2C (stereo unspecified)	-3%	i	0.4	-26%	0.0%	6.3%	-0.1%	7%	1%	12%
CCC(Oc1ccccc1OC)C(=O)Nc1ccc2c(c1)n(C)c(=O)n2C (stereo unspecified)	-2%	i	0.3	-58%[20 µM]	-0.2%	-2.2%	-0.3%	26%	1%	-19%
CCn1c(N)c(C(=O)NCCOC)sc1=S	11%	i	1.2	20%	-2.8%	-6.4%	-0.2%	-14%	-20%	19%

Later entries
SMILES	GPR35 arrestin U2OS	Myeloid diff MLP	Myeloid diff MLP GFP+ MAC1+ %	KOR beta-arrestin-1	HIV fusion peptide	KOR beta-arrestin-2	GPR55 beta-arrestin	HEK293 NOD2/NF-kB	NOD1 NF-kB reporter	GPR55 antagonists
O=C(CSc1nnc(-c2ccccc2F)o1)OCc1ccccc1	7%	i	0.6	15%	-1.7%	-2.3%	-0.1%	9%	-17%	12%
Fc1cccc(CSc2ncnc3c2oc2ccccc23)c1	-10%	i	2.3	8%	-1.2%	7.5%	0.2%	0%	-34%	-2%
Cc1ccc(C)c(NC(=O)CSc2nc3ccccc3nc2N2CCOCC2)c1	-11%	i	3.0	2%[20 µM]	-1.2%	.	0.6%	-14%	18%	-11%
C=CCc1cccc(CNc2c(C)n(C)n(-c3ccccc3)c2=O)c1O	11%	i	1.1	25%	-1.4%	-2.2%	0.0%	-2%	-13%	11%
CN(C(=O)c1ccc2nc(N)sc2c1)c1ccccc1	-5%	i	1.0	-38%[20 µM]	-0.4%	1.9%	-0.3%	12%	-2%	-6%
COc1ccccc1N1CCN(c2nccc(C)n2)CC1	14%	i	0.2	-34%[20 µM]	-1.2%	-4.2%	-0.3%	7%	-24%	10%
CC(C)c1ccc(CNC(=O)CSCC(=O)Nc2ccc3ccccc3c2)cc1	10%	i	7.0	-25%	0.8%	3.0%	0.3%	-10%	-27%	5%
Cc1cc2nc(-c3ccccc3)cc(=O)n2[nH]1	4%	i	0.6	-10%	0.4%	-0.1%	-0.1%	-6%	6%	-2%
COc1ccccc1N(CC(=O)N1CCN(c2ccc(F)cc2)CC1)S(=O)(=O)c1ccc(C)cc1	-13%	i	0.7	12%	-1.6%	2.9%	0.3%	15%	4%	3%
CC(=O)Oc1ccc(C(=O)O)cc1OC(C)=O	-3%	i	7.2	-14%	-3.1%	-4.7%	-0.2%	11%	12%	-4%
CC(=O)Nc1ccc(C(=O)CSc2nnc(Cn3nnc4ccccc43)n2C)cc1	-2%	i	4.4	-8%	3.6%	6.7%	-0.6%	9%	3%	-1%
COCCn1c(SCC(=O)Nc2ccccc2C)nc2c(oc3ccccc32)c1=O	-5%	i	0.2	15%	2.6%	-0.6%	-0.1%	4%	-22%	6%
Cc1cc(OCC(=O)Nc2ccc(OCc3ccccc3)cc2)nc(C(C)C)n1	-1%	i	0.6	3%	-1.1%	-0.3%	0.2%	10%	-12%	14%
Cc1ccc(OCC(=O)NCCNC(=O)c2ccco2)cc1	-4%	i	0.5	-26%	-0.6%	6.9%	-0.1%	-17%	40%	4%
CCCCNC(=O)c1sc2nc(C)cc(COC)c2c1-n1cccc1	-7%	i	1.5	23%	8.5%	-3.4%	0.0%	-6%	1%	4%
C/C(=N\O)C1CC(CC(=O)O)C1(C)C (stereo unspecified)	7%	i	0.6	4%	0.4%	2.3%	0.9%	-6%	-4%	6%
O=C(COc1ccc(Br)cc1)N(Cc1ccccc1)c1ccccn1	8%	i	0.7	-4%	2.1%	3.5%	0.3%	-9%	-6%	5%
COc1ccc2cc(CN(CC3COCCO3)S(=O)(=O)c3ccccc3)c(=O)[nH]c2c1 (stereo unspecified)	-9%	i	0.8	-21%	2.3%	1.5%	0.1%	10%	-26%	4%
COc1ccc(S(=O)(=O)Nc2nnc(C(C)C)s2)cc1	12%	i	1.2	-34%	3.9%	2.9%	0.2%	20%	.	3%
CC(=Nc1ccccc1C)C1=C(O)CSC1=O	13%	+	15*	-34%	2.7%	0.6%	0.1%	24%	-17%	12%
Cc1sc2ncnc(NCCCn3ccnc3)c2c1C	6%	i	0.2	-10%	-0.2%	-5.1%	0.3%	10%	-1%	2%
COc1ccc(S(=O)(=O)NC(CC(=O)O)c2ccco2)cc1 (stereo unspecified)	9%	i	0.2	16%	2.5%	-1.0%	-0.2%	10%	-21%	8%
CSCCC1NC(=O)N(CC(=O)Nc2c(C(C)C)cccc2C(C)C)C1=O (stereo unspecified)	-1%	i	0.0	-4%	-0.9%	2.4%	0.2%	-4%	-48%	2%
CCn1c(SCC(=O)OC)nnc1-c1ccccc1	-7%	i	1.0	6%[20 µM]	1.0%	.	-0.1%	10%	-38%	8%
COc1ccc(OCC(=O)Nc2nonc2NC(=O)COc2ccc(OC)cc2)cc1	-11%	i	0.3	-4%	0.7%	-6.4%	-0.2%	1%	-38%	-5%

(continued)
SMILES	GPR35 arrestin U2OS	Myeloid diff MLP	Myeloid diff MLP GFP+ MAC1+ %	KOR beta-arrestin-1	HIV fusion peptide	KOR beta-arrestin-2	GPR55 beta-arrestin	HEK293 NOD2/NF-kB	NOD1 NF-kB reporter	GPR55 antagonists
CC(C)CCNC(=O)CN(C)S(=O)(=O)c1cccc2nsnc12	-2%	i	1.3	-28%	13%	0.3%	-0.2%	-7%	-23%	-2%
O=C(CC1NCCN(Cc2ccccc2)C1=O)Nc1ccc(Cl)cc1 (stereo unspecified)	5%	i	0.4	-11%	-0.8%	-0.7%	0.2%	9%	-7%	5%
Nn1cnnc1SCC(=O)Nc1ccc2c(c1)OCO2	-9%	i	0.4	6%	0.5%	-7.2%	0.5%	-6%	-31%	6%
Cc1ccc(SC(C)C(=O)Nc2ccncc2)cc1 (stereo unspecified)	-2%	i	1.5	21%	-1.0%	-1.1%	-0.2%	24%	12%	2%
COc1ccc(S(=O)(=O)N2CCN(c3ccccc3OC)CC2)cc1	-12%	i	0.6	8%	-0.5%	-1.3%	-0.1%	13%	1%	0%
Cc1cc(C)n2nc(C(=O)Nc3nnc(C4CC4)s3)nc2n1	-13%	i	2.3	20%	36%	0.5%	-0.1%	11%	-10%	12%
Cc1cc(CSc2ccccc2)ccc1NC(=O)c1ccc(CN2CCOCC2)cc1	-10%	i	0.6	.	1.1%	-0.1%	-0.2%	41%	39%	2%
CCOc1ccc(-n2c(-c3ccc(Br)cc3)c[n+]3c2CCCCC3)cc1	-5%	i	0.0	14%	0.9%	-4.9%	0.0%	15%	30%	-14%
COc1ccc([N+](=O)[O-])cc1NC(=O)CCCOc1ccccc1	18%	i	0.4	.	-0.9%	-0.1%	-0.2%	-4%	-13%	3%
